SMN2 splice enh: increases expression of the SMN2 splice variant; HEK293 SMN2-luciferase splicing reporter, luminescence, 30-36 h; Potency, µM (series often up to 46.1 µM), inactives show top-dose activity change, positive = activation, usual class: activators; 2.8% of 210,000 active; further: % of control where 0% means no effect; nearly all actives have a fitted effect of over 55% in size
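HEK293 cells carry an SMN2 minigene-luciferase reporter in which exon 7 inclusion puts luciferase in frame. Cells were seeded at 2000 cells/well, attached for 10-12 hours, then exposed to compounds for 30-36 hours at 37C before ONE-Glo luminescence.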
ALDH1A1 block: blocks purified human ALDH1A1 activity | P00352 | Purified ALDH1A1, NADH fluorescence, propionaldehyde substrate | Potency, µM (highest dose often 75.3 µM), inactives show top-dose activity, negative = inhibition, most hits filed as inhibitors | 7.3% of 220,000 active; active means well fitted inhibition curve with a large enough effect, not every such curve was filed as active; inconclusive means small, poorly fitted or top-dose-only effect, or another doubt; inactive means no such curve, though single readings can be large or run the other way;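 further: plate controls were no enzyme wells and a reference inhibitor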
Target sequence (P00352 whole entry, looked up): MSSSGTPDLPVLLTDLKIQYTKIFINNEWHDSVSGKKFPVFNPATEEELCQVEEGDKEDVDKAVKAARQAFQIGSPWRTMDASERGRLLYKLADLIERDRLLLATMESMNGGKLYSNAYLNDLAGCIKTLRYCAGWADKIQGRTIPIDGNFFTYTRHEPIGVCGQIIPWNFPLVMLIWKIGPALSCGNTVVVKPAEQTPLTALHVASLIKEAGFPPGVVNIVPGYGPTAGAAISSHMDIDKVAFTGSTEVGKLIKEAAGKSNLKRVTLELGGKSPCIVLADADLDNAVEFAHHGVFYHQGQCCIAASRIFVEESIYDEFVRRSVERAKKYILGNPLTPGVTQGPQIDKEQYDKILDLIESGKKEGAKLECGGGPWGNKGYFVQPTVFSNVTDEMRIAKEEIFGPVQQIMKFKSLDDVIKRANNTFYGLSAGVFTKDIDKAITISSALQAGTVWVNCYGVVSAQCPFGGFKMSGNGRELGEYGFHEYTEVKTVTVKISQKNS
GoLoco inh red: inhibitors of human Gai1-RGS12 GoLoco interaction (red fluorophore); P63096; Gai1:RGS12 GoLoco peptide FP, rhodamine, 10 min; Potency, µM (doses to about 61.6 µM), for the others: at the highest dose activity, negative = inhibition, most hits filed as inhibitors; 0.44% of 230,000 active; AID 880; active means well fitted inhibition curve with a large enough effect, not every such curve was filed as active; inactive means no such curve, though single readings can be large or run the other way; further: on the % scale 0 is the no-effect control and ±100 the full control effect; nearly all actives have a fitted effect of over 30% in size; many of its hits are not listed in these tables
Target sequence (P63096 whole entry, looked up): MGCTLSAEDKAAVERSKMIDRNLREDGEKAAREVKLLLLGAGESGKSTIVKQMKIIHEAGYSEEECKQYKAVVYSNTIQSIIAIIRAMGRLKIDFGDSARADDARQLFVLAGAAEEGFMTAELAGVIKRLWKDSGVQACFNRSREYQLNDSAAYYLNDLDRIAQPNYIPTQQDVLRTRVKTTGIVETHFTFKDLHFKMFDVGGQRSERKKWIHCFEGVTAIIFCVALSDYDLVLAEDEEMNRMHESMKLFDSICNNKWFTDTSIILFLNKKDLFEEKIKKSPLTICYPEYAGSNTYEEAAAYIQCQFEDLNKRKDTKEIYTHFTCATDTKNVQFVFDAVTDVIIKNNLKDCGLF
GAA glycogen: GAA glycogen-cleavage inhibition or activation. recombinant GAA, glycogen substrate, Amplex Red glucose oxidase fluorescence. Potency, µM (doses to about 76.4 µM), for inactives: top-dose activity change, negative = inhibition, hits mostly inhibitors. 0.38% of 300,000 active;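 further: 0% = full enzyme reaction and -100% = no-enzyme basal signal; the screen sought inhibitors and activators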
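Natural-substrate format: glycogen cleavage by 4 nM human enzyme, glucose read by Amplex Red coupling (Ex 573, Em 610 nm). Normalized to enzyme and no-enzyme controls.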
JMJD2E inh: JMJD2E (human) inhibition; JMJD2E catalytic domain, FDH-coupled NADH fluorescence (FDH is formaldehyde dehydrogenase); 1.6% of 230,000 active; B2RXH2; Potency, µM (titrated, usually from 57.1 µM), for inactives: top-dose activity change, negative = inhibition, most hits filed as inhibitors; active means well fitted inhibition curve with a large enough effect, not every such curve was filed as active; inconclusive means small, poorly fitted or top-dose-only effect, or another doubt; inactive means no such curve, though single readings can be large or run the other way;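 further: 0% = wells with enzyme and -100% = buffer wells without enzyme; nearly all actives have a fitted effect of over 50% in size; many of its hits are not listed in these tables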
GLA spleen mod: alpha-galactosidase A (human) modulation. P06280. Potency, µM (highest dose often 80 µM), without a hit: at the highest dose activity change, negative = inhibition, usual class: inhibitors. 0.008% of 240,000 active. human spleen homogenate, 4MU-alpha-Gal fluorescence, 40 min;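 further: 0% = enzyme with vehicle and -100% = no enzyme basal signal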
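Human spleen homogenate (1 ug) as enzyme source, 4-methylumbelliferyl-alpha-D-galactopyranoside 1 mM final, citrate/phosphate pH 5.0 with 0.01% Tween-20. Compounds 40 min at 37C, NaOH/glycine stop; fluorescence Ex 365/Em 440, Hill-fit AC50.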
GAA spleen mod: inhibits or activates alpha-glucosidase in human spleen homogenate | human spleen homogenate, 4-MU-alpha-glucoside fluorescence | AID 2112 | Potency, µM (highest dose often 79.9 µM), without a hit: top-dose activity change, negative = inhibition, hits mostly inhibitors | 0.006% of 240,000 active | P10253;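 further: 0% = enzyme with vehicle and -100% = no enzyme basal signal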
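Human spleen homogenate (1 ug) with 4-methylumbelliferyl-alpha-D-glucopyranoside (1 mM final) in 50 mM citrate/phosphate pH 5.0, 0.01% Tween-20; 40 min at 37 C. Stopped at pH 10; 4-MU fluorescence Ex 365/Em 440 nm; AC50 by Hill fit.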
GAA inhib: alpha-glucosidase (human) inhibition; P10253; purified human GAA, 4-MU-alpha-glucoside fluorescence; 0.005% of 200,000 active; Potency, µM (highest dose often 76.9 µM), without a hit: top-dose activity change, negative = inhibition, usual class: inhibitors;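 further: plate controls were uninhibited enzyme wells for no effect and no-enzyme background for full effect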
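Activity normalized between no-enzyme (basal) and enzyme-only wells. Conditions: 4 nM human enzyme, 400 uM fluorogenic substrate, citrate/phosphate pH 5.0 with Tween-20, 20 min room temperature, compounds up to 77 uM.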
An asterisk follows results filed as active; ? = inconclusive; . = not tested or not shown; & = joins results of further samples; [ ] = dose if it differs, or a comment. Unless noted, the call rests on the fitted dose curve; in most records, active means well fitted curve in the direction sought with a large enough effect; inconclusive means small, poorly fitted or top-dose-only effect, or another doubt; inactive means no such curve, though single readings can be large; an effect the other way counts as inactive or inconclusive. Potency means the concentration at half of the fitted maximal effect. The list is partial (hit frequency here may not be typical).

nr	structure	GAA glycogen	JMJD2E inh	SMN2 splice enh	ALDH1A1 block
1	CN(CCc1ccccn1)C(=O)Nc1ccc(C(C)(C)C)cc1	-9%	7%	.	10%
2	NC(N)=NCc1cccc(I)c1	.	6%	-31%[inhibitor]	-5%
3	Clc1ccccc1-c1nnc(-c2ccc3c(c2)OCO3)o1	0%	?	5µM*	?
4	O=C(N/N=C/c1cccc([N+](=O)[O-])c1)c1cc(-c2ccccc2)nc2ccccc12	1%	-1%	-2%[1.84 µM]	7%
5	Cc1noc(C)c1C(=O)NC(C)c1ccc(Cl)cc1Cl (stereo not given)	9%	-2%	2%	1%
6	Cc1ccc(-n2cc(-c3ccc([N+](=O)[O-])cc3)[nH]c2=S)c(C)c1	?	5%	15%	?
7	Cc1cc2c(c(=O)n1Cc1ccco1)C(c1ccccc1)C(C#N)=C(N)O2 (stereo not given)	7%	-6%	-3%	5%
8	CCCN1C(=O)c2ccc(C(=O)Nc3cc(C)on3)cc2C1=O	1%	-2%	17%	0.4µM*
9	COc1ccccc1CNC(=O)C[n+]1ccccc1	6%	3%	?	-12%
10	COC(=O)Nc1nc(-c2ccc(F)cc2)c(C)s1	-4%	-2%	11%	18%
11	Cc1ccc(N2CCN(C(=O)N3CCCC3)CC2)cc1C	24%	-2%	9%	-5%
12	C=CCSc1nc(=O)n2cccc(C)c2n1	3%	-5%	-13%	12%
13	CCCn1ncc(CN2CCN(Cc3ccsc3)C(CCO)C2)c1C (stereo not given)	9%	2%	.	2%
14	Cn1c(=O)c(C(=O)COc2ccc(C#N)cc2)c(N)n(Cc2ccccc2)c1=O	3%	11%	-20%	4%
15	CCCCn1c(SC(C)C(N)=O)nc2cc(C(=O)OC)ccc2c1=O (stereo not given)	11%	16%	-4%	0.6µM*

nr	GAA inhib	GLA spleen mod	GoLoco inh red	GAA spleen mod
1	-6%	1%	3%	9%
2	.	15%	-24%	10%
3	6%	9%	-3%	9%
4	1%	-3%	-1%	-8%
5	-6%	7%	13%	3%
6	0%	4%	26%	-1%
7	0%	7%	5%	4%
8	8%	-2%	-11%	-5%
9	-2%	3%	1%	1%
10	1%	9%	7%	10%
11	2%	3%	-13%	-23%
12	4%	7%	-2%	-11%
13	?	-1%	-8%	2%
14	?	5%	14%	-1%
15	-4%	-11%	10%	-4%

ALDH1A1 block, hit marks shown above
cpd	SMILES	JMJD2E inh	ALDH1A1 block	GLA spleen mod	GoLoco inh red	GAA spleen mod
8	CCCN1C(=O)c2ccc(C(=O)Nc3cc(C)on3)cc2C1=O	-2%	0.4µM*	-2%	-11%	-5%
15	CCCCn1c(SC(C)C(N)=O)nc2cc(C(=O)OC)ccc2c1=O (stereo not given)	16%	0.6µM*	-11%	10%	-4%

(next part)
nr	structure	GAA glycogen	JMJD2E inh	SMN2 splice enh	ALDH1A1 block
16	O=C1C2C3C=CC(C3)C2C(=O)N1CCN1CCN(S(=O)(=O)c2ccc3ccccc3c2)CC1 (stereo not given)	-4%	10%	-29%	-28%
17	COCCNC(=O)C(=O)NNC(=O)c1ccccc1OC	15%	3%	.	9%
18	CSc1[nH]c(=O)c(C(=O)O)cc1C#N	0%	?	9%	-13%
19	O=C(CN1N=C(c2ccc(Cl)cc2)CCC1=O)NCc1cccs1	-6%	-3%	11%	-2%
20	CC1(C)OC(=O)C(=CNc2cccc(C(=O)O)c2)C(=O)O1	3%	3%	0%	-1%
21	CS(=O)(=O)N1CCN(c2ccccc2NC(=O)c2cc(Br)ccc2Cl)CC1	6%	-21%	-11%	5%
22	COc1cc(NC(=O)c2ccc(Cl)cc2)c(OC)cc1NC(=O)CN1CCCCC1	5%	?	8%	?
23	Cc1ccc(S(=O)(=O)/N=C(\c2ccccc2)N(C)S(=O)(=O)c2ccc(C)cc2)cc1	-4%	6%	-2%	?
24	FC(F)(F)c1nc(Sc2ncccc2C(F)(F)F)n[nH]1	2%	-12%	.	16%
25	c1ccc2c(c1)CCCC2C1=NCCN1 (stereo not given)	-10%	-4%&-3%&-2%	-12%&-8%&-1%	-1%&1%&6%
26	CCOCc1nnc(NC(=O)c2cccc(OC)c2)s1	12%	-7%	?	-13%
27	COc1cccc(NC=C2C(=O)OC(C)(C)OC2=O)c1	-8%	-10%	-12%	10µM*
28	CCOC(=O)N/N=C/c1ccc(OCCSc2ccc(Cl)cc2)c(OC)c1	4%	-26%	-23%	9%
29	O=C(CSc1ncn[nH]1)Nc1cccc2ccccc12	4%	-3%	-21%	-14%
30	C=CCn1c(SCC(=O)Nc2ccccc2OC)nnc1-c1ccccn1	1%	6%	11%	8%

nr	GAA inhib	GLA spleen mod	GoLoco inh red	GAA spleen mod
16	-13%	-10%	5%	-29%
17	-8%	9%	-14%	-2%
18	10%	8%	1%	9%
19	-13%	4%	-4%	-6%
20	1%	-3%	6%	-9%
21	1%	2%	19%	1%
22	-6%	3%	0%	-16%
23	0%	2%	9%	0%
24	1%[15.4 µM]	1%	2%	4%
25	-2%[15.4 µM]	2%&-13%&9%	8%&7%&-10%	-1%&17%&4%
26	8%	-4%	5%	1%
27	1%	-20%	-4%	4%
28	10%	0%	10%	4%
29	-5%	3%	12%	5%
30	-1%	-8%	0%	-6%

Additional compounds:
nr	structure	GAA glycogen	JMJD2E inh	SMN2 splice enh	ALDH1A1 block
31	CCc1ccc2c(c1)c(N=NC1=NC(=O)CS1)c(O)n2C	-3%	-8%	-13%	-5%
32	N#CCCn1c(=O)c(-c2cccs2)nc2cnc(N3CCNCC3)nc21	.	.	-27%	?
33	O=C(NCCc1cccs1)c1ccc(Cl)cc1	4%	4%	.	.
34	Cc1ccc(SCC(=O)OCn2nnc3ccccc3c2=O)cc1C	-4%	5%	15%	-1%
35	S=C(Nc1cccc(Cl)c1)N1CCOCC1	-6%	9%	-5%	1%
36	S=c1[nH]nc(Cc2noc3ccccc23)n1-c1ccccc1	-6%	1%	.	-2%
37	CC(C)CN1C(=O)c2ccc(NC(=O)c3ccccc3F)cc2C1=O	2%	?	11%	?
38	CC1(C)C=Cc2c(cc3occ(-c4ccc5c(c4)OCO5)c(=O)c3c2O)O1	.	-2%	-17%	-4%
39	N#CCc1nc2ccccc2c(=O)[nH]1	3%	-1%	.	.
40	COc1ccc(S(=O)(=O)NC(N)=NCCc2ccccc2OC)cc1	6%	-1%	11%	-11%
41	c1ccc(OCCCc2nc(-c3ccncc3)no2)cc1	-1%	-1%	14%	-9%
42	CCOC(=O)/C(C#N)=N\Nc1cc(Cl)ccc1OC	3%	14%	.	.
43	C1=C(CCNCC2CC2)CCCC1	4%	-2%	4%	8%
44	O=C(CSc1nnc(Cc2ccccc2)o1)NC1CC2CCC1C2 (stereo not given)	7%	-2%	-4%	?
45	Cc1ccc(C)c(NC(=O)COC(=O)c2cccc3c2C(=O)c2ccccc2C3=O)c1	3%	4%	-22%	-19%

nr	GAA inhib	GLA spleen mod	GoLoco inh red	GAA spleen mod
31	-12%	-14%	9%	-2%
32	.	-11%	-3%	12%
33	.	4%	9%	2%
34	-35%	-1%	0%	-3%
35	5%	-3%	5%	0%
36	3%	-3%	-2%	-4%
37	-2%	-10%	16%	-7%
38	.	-19%	11%	2%
39	.	3%	2%	4%
40	-8%	-5%	5%	1%
41	-11%	1%	-6%	5%
42	.	5%	-8%	4%
43	2%	-20%	4%	-14%
44	-16%	-1%	-13%	6%
45	-4%	3%	0%	-2%

Next section:
nr	structure	GAA glycogen	JMJD2E inh	SMN2 splice enh	ALDH1A1 block
46	O=C(O)/C=C\C(=O)Nc1ccc(N2CCN(c3ccc(Cl)c(Cl)c3)CC2)cc1	-16%	?	.	6.3µM*
47	N#Cc1ccc(OCC(=O)N/N=C(\CCC(=O)O)c2cccs2)cc1	28%	-3%	-1%	-3%
48	CN1CCN(c2ccc(Cl)cc2NC(=O)c2ccc(S(=O)(=O)N3CCCCCC3)cc2)CC1	-2%	-3%	-3%	-7%
49	O=C(Cn1nnc(-c2ccccc2NC(=O)c2ccco2)n1)NC1CCCCC1	9%	0%	18%	?
50	CCOC(=O)C1=NNC2(CC(=O)N(c3cc(C)cc(C)c3)C2=O)C1 (stereo not given)	-7%	3%	.	.
51	OCCN1CCN(CCOc2ccccc2-c2ccccc2)CC1	-5%	4%	1%	2%
52	Cc1ccc(C(=O)N/C(=C/c2ccccc2)C(=O)NCC2CCCO2)cc1 (stereo not given)	3%	2%	.	8%

nr	GAA inhib	GLA spleen mod	GoLoco inh red	GAA spleen mod
46	-4%	-1%	7%	-5%
47	6%	0%	6%	5%
48	0%	3%	-13%	-3%
49	3%	0%	-4%	1%
50	.	-1%	3%	-9%
51	-1%	-1%	0%	-3%
52	5%	-1%	-3%	2%

Sorted by value in JMJD2E inh (largest number first): some entries from above
#	Compound	JMJD2E inh	ALDH1A1 block	GLA spleen mod	GoLoco inh red	GAA spleen mod
44	O=C(CSc1nnc(Cc2ccccc2)o1)NC1CC2CCC1C2 (stereo not given)	-2%	?	-1%	-13%	6%
47	N#Cc1ccc(OCC(=O)N/N=C(\CCC(=O)O)c2cccs2)cc1	-3%	-3%	0%	6%	5%
7	Cc1cc2c(c(=O)n1Cc1ccco1)C(c1ccccc1)C(C#N)=C(N)O2 (stereo not given)	-6%	5%	7%	5%	4%
26	CCOCc1nnc(NC(=O)c2cccc(OC)c2)s1	-7%	-13%	-4%	5%	1%
28	CCOC(=O)N/N=C/c1ccc(OCCSc2ccc(Cl)cc2)c(OC)c1	-26%	9%	0%	10%	4%

Profiles, quoted from the list. Screens in order: GAA glycogen, JMJD2E inh, SMN2 splice enh, ALDH1A1 block, GAA inhib, GLA spleen mod, GoLoco inh red, GAA spleen mod
N#Cc1ccc(OCC(=O)N/N=C(\CCC(=O)O)c2cccs2)cc1 is listed with 28%, -3%, -1%, -3%, 6%, 0%, 6%, 5%
O=C(Cn1nnc(-c2ccccc2NC(=O)c2ccco2)n1)NC1CCCCC1 is listed with 9%, 0%, 18%, ?, 3%, 0%, -4%, 1%
